# Compound activity: PubChem BioAssay, The Scripps Research Institute Molecular Screening Center
# pPAFAH FP inh = pPAFAH (human) enzyme inhibition | Q13093 | recombinant pPAFAH, FP-rhodamine probe fluorescence polarization | inhibition, % at 3.39 µM | actives 1.5% (n = 330,000);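 active = inhibition above the mean inhibition across the screen plus 3 SD, cut at about 25% in these data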;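 note: inhibitors block binding of the rhodamine activity-based probe so polarization drops; 0% = enzyme with DMSO and 100% = wells lacking pPAFAH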
# PAFAH1B2 FP inh = PAFAH1B2 (human) inhibition. P68402. recombinant PAFAH1B2, FP-rhodamine activity probe, fluorescence polarization. inhibition, % at 3.39 µM. actives 1.2% (n = 340,000);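 active = inhibition above the mean of all tested compounds plus 3 SD, cut at about 24% in these data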;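 note: 0% = enzyme with DMSO and 100% = wells lacking PAFAH1B2; many of its hits are not listed in these tables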
# LYPLA2 inh = counter-screen for PME1 inhibitors: inhibitors of human LYPLA2; O95372; recombinant LYPLA2, FP-Rh probe fluorescence polarization; inhibition, % at 5.9 µM; actives 0.38% (n = 320,000);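 active = inhibition above the screen-wide mean plus 3 SD, limit set per campaign, cut at about 26% in these data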;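 note: 0% = LYPLA2 with DMSO and 100% = wells lacking LYPLA2 enzyme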
# Target sequence (O95372 whole entry, looked up): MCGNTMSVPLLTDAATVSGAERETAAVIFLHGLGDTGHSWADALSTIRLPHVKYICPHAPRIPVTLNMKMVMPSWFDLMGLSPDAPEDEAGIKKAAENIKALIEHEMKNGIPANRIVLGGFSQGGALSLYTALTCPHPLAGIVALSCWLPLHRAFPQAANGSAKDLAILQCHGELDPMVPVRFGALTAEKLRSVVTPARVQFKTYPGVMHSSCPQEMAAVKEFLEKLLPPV
# EBNA-1 inhibitor = blocks EBNA-1 binding to DNA; EBNA-1 DNA binding, fluorescence polarization; inhibition, % at 14.8 µM; actives 0.34% (n = 300,000); AID 1950; in the data active = inhibition above about 28%
# ZTA DNA inh = counter-screen for EBNA-1 inhibitors: inhibitors of Epstein-Barr virus ZTA; P03206; inhibition, % at 11 µM; actives 0.15% (n = 320,000); ZTA-DNA binding, fluorescence polarization; in the data active = inhibition above about 33%
# Target sequence (P03206 whole entry, looked up): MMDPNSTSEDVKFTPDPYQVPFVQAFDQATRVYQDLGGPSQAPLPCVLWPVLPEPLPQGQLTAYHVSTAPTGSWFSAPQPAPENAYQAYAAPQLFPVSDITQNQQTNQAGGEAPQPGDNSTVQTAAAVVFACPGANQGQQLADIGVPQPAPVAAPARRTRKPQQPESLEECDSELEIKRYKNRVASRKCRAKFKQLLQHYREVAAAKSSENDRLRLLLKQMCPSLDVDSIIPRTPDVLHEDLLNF
# PREPL inhibitor = human PREPL enzyme inhibition; recombinant PREPL, fluorescence polarization activity-based probe; inhibition, % at 5.96 µM; actives 0.68% (n = 320,000); in the data active = inhibition above about 43%;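 note: 0% = enzyme with DMSO and 100% = wells lacking enzyme; many of its hits are not listed in these tables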
# PAFAH1B3 inh = PAFAH1B3 (human) inhibition; Q15102; recombinant PAFAH1B3, FP-rhodamine probe, fluorescence polarization; inhibition, % at 3.39 µM; actives 0.28% (n = 340,000);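 active = inhibition above the screen-wide average of all tested compounds plus 3 SD, cut at about 25% in these data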;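 note: 0% = enzyme with DMSO only and 100% = wells lacking PAFAH1B3 protein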
# Target sequence (Q15102 whole entry, looked up): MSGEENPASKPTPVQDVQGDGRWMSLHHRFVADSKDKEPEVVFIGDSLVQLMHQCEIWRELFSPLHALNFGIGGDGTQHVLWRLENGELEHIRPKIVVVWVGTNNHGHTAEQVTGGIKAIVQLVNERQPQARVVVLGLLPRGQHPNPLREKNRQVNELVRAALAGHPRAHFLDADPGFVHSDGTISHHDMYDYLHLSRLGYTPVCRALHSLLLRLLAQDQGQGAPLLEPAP
# PAFAH2 FP inh = PAFAH2 (human) inhibition. recombinant PAFAH2, FP-rhodamine activity probe, fluorescence polarization. inhibition, % at 3.39 µM. actives 0.99% (n = 340,000). AID 492956;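 active = inhibition above the mean over all tested compounds plus 3 SD, cut at about 30% in these data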;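 note: inhibitors block probe labeling of enzyme so polarization drops; 0% = enzyme with DMSO and 100% = wells lacking PAFAH2 protein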
# LYPLA1 inh = counter-screen for PME1 inhibitors: inhibitors of human LYPLA1; recombinant LYPLA1, FP-Rh probe fluorescence polarization; AID 2174; O75608; inhibition, % at 5.9 µM; actives 0.16% (n = 320,000);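 active = inhibition above the mean of all tested compounds plus 3 SD, set per campaign, cut at about 14% in these data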;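 note: inhibitors block serine hydrolase probe labeling of LYPLA1 so polarization falls; 0% = enzyme with DMSO and 100% = wells lacking LYPLA1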
# Target sequence (O75608 whole entry, looked up): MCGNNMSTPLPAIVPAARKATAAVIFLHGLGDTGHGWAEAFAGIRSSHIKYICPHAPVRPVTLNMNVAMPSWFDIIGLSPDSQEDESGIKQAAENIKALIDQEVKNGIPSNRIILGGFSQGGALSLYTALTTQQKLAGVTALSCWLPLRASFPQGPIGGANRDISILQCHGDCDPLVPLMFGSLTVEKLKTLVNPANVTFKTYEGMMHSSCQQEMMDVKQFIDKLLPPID
# An asterisk follows results filed as active; · = no result given. A portion of the library (hit frequency here may not be typical).
molecule,pPAFAH FP inh,PAFAH1B2 FP inh,LYPLA2 inh,EBNA-1 inhibitor,ZTA DNA inh,PREPL inhibitor,PAFAH1B3 inh,PAFAH2 FP inh,LYPLA1 inh
COCCN(CCOC)C(=O)c1sc2nc(-c3ccccc3)cn2c1C,4,5,4,-13,10,6,6,-5,-1
O=C(COC(=O)/C=C/c1cccc(F)c1)NNC(=O)c1ccccc1,10,1,6,0,6,-5,-1,5,-1
CCOC(=O)NC(=O)CSc1cc(C)c2cc(C)cc(C)c2n1,4,-2,6,-24,-2,-4,7,4,-7
O=C(NCCCN1CCCC1=O)c1ccc(Cl)c(NS(=O)(=O)c2ccc(F)cc2)c1,2,3,5,2,4,-4,10,-3,1
O=C(CCN=C1NS(=O)(=O)c2ccccc21)Nc1ccc(Cl)cc1F,5,4,2,·,3,4,8,-4,0
COc1ccc(C)c(-n2c(=O)n(Cc3ccccc3)c(=O)c3[nH]cnc32)c1,7,·,2,-11,-1,5,·,·,2
N#Cc1ccccc1OCC(=O)C1CC1,2,5,-2,13,19,5,3,1,4
O=C(NCC1CCCO1)c1cn(Cc2ccccc2)nc1-c1ccccc1 (stereo not given),4,1,2,·,-2,3,0,5,1
CC(C)OC(=O)CC(=O)CSc1nc(-c2ccc(F)cc2)cc(-c2ccccc2)c1C#N,11,-1,-7,14,-6,-3,1,-8,-7
O=c1cc(/N=C/c2coc3cc(Br)ccc3c2=O)[nH]c(=S)[nH]1,7,5,1,-6,-5,1,3,4,0
CC(=O)OC(C(=O)NCCN1CCOCC1)c1c(F)cccc1F (stereo not given),0,-1,3,-13,-7,-1,3,-2,1
CC1=C(C(=O)Nc2cc(C(=O)N3CCC(C)CC3)ccc2C)SCCO1,4,2,2,-2,14,7,7,1,2
Cc1cc(OCC(=O)Nc2ccncc2)ccc1Br,6,4,-3,-5,9,-10,3,5,-1
Cc1cc(C)c(C(N)=O)c(Nc2cccc3ccccc23)n1,1,3,3,0,-11,4,24,3,-4
CCCN(C(=O)C1CSC2(C)CCC(=O)N12)c1c(N)n(Cc2ccccc2)c(=O)[nH]c1=O (stereo not given),5,-5,-1,-3,-8,-2,9,0,4
CCC(Oc1ccc(C)cc1)C(=O)Nc1ccc(S(=O)(=O)Nc2cc(C)on2)cc1 (stereo not given),5,4,2,1,3,-10,5,2,-3
CCn1nc(C(=O)Nc2ccc3nc(C)sc3c2)c2ccccc2c1=O,1,4,17,-11,-3,-7,10,2,0
CCCCCOc1ccc(C(=O)OC(C)C(=O)NCc2ccco2)cc1 (stereo not given),16,2,1,-3,11,-3,8,11,1
Cc1ccccc1OCC(=O)OCC(=O)Nc1ccc(N2CCOCC2)cc1,5,-2,0,-2,-7,-5,7,5,-8
O=C1OCCN1C(=O)[C@H]1[C@H](c2ccc(Cl)cc2)C(c2cccc(Cl)c2)=NN1c1ccccc1,8,-1,-9,3,4,4,11,-5,-2
NS(=O)(=O)c1ccc(NCc2ccccc2OCc2ccc(F)cc2)cc1,7,-5,-7,-13,-18,-22,4,0,-2
COCCOC(=O)c1c(NC(=O)CN(C)c2ccccc2)sc(C(N)=O)c1C,3,1,-1,4,-7,15,-5,-7,0
COc1ccc(-c2cc(C(=O)c3c(N)n(C)c(=O)n(C)c3=O)c3ccccc3n2)cc1,-1,0,-1,5,9,-2,1,1,-3
O=C(CSc1n[nH]c(-c2ccccc2)n1)Nc1ncc(Br)cc1Br,4,1,1,5,3,-7,11,1,-2
Cc1noc(C)c1COc1ccc2ccc(=O)oc2c1,1,-5,9,-2,-21,-1,6,-5,0

# Carrying on.
molecule,pPAFAH FP inh,PAFAH1B2 FP inh,LYPLA2 inh,EBNA-1 inhibitor,ZTA DNA inh,PREPL inhibitor,PAFAH1B3 inh,PAFAH2 FP inh,LYPLA1 inh
CCC(=O)Nc1cccc(C2=NOC3(C2)C[C@@H](C(N)=O)N(C(=O)c2ccc(OC)cc2)C3)c1 (stereo not given in full),5,4,-6,5,1,8,6,5,0
CCc1cccc(CC)c1NC(=O)C1CSC2(C)CCC(=O)N12 (stereo not given),-1,-1,-2,-1,-5,-6,11,8,-3
CCNS(=O)(=O)c1cc(Br)ccc1OC,1,2,-5,-9,4,1,0,0,-8
O=C(CSc1nc2ccccc2s1)Nc1cc(S(=O)(=O)N2CCOCC2)ccc1O,18,87*,-9,3,-5,10,19,84*,-2
CCOc1ccc(S(=O)(=O)N/N=C(\C)Cc2ccc(OC)cc2)cc1,3,-1,7,-1,3,-35,1,7,2
O=C(NCCCO)c1cc2c([nH]c3ccccc32)c(-c2ccc(F)cc2)n1,4,1,-5,3,8,11,9,11,-12
COc1ccc(-c2cn3c(C)c(C(=O)Nc4cc(NC(C)=O)ccc4OC)sc3n2)cc1,0,-9,1,3,9,2,-3,4,-3
O=C(CCNS(=O)(=O)c1ccccc1)N1CCN(c2ccccc2)CC1,-3,2,-2,0,10,-14,-1,-4,0
CC(C)CNC(=O)NC(=O)COC(=O)c1cc([N+](=O)[O-])ccc1NCc1ccccc1Cl,4,·,5,5,-22,7,·,·,5
O=C(CN1C(=O)COc2ccc(S(=O)(=O)N3CCCC3)cc21)NCc1ccccn1,2,2,-1,6,2,-6,-3,-6,-2
COc1ccc(C)cc1NC(=O)c1cc2ccccc2o1,4,0,-3,3,0,-2,0,2,-5
S=C(NNC(=S)NC1CC2C=CC1C2)NC1CC2C=CC1C2 (stereo not given),-2,·,2,-6,-6,-3,·,·,2
Cn1c(=O)c([N+](=O)[O-])c(NCc2ccccc2Cl)c2ccccc21,-1,4,-1,-5,0,2,2,16,-4
Cc1cc(Nc2ccc(Cl)cc2)nc(N2CCOCC2)n1,9,·,2,0,7,16,·,·,-3
Cc1ccc(-c2nc(N)sc2-c2ccccc2)cc1C,9,10,4,-16,-3,10,16,4,0
CCOc1ccc(-n2c(=O)c3sccc3n(CC(=O)NCC3CCCO3)c2=O)cc1 (stereo not given),1,-1,0,-3,-1,2,-1,-1,-3
COCCNC(=O)CSc1cc(=O)n(C)c2cc(Cl)ccc12,0,5,-4,7,6,-2,5,-5,-4
Cc1cc(C)c(S(=O)(=O)NCC2CCC(C(=O)NCCCN3CCC(C)CC3)CC2)c(C)c1 (stereo not given),3,-2,-1,-21,-2,-46,4,-2,-2
CSc1ncccc1C(=O)Nc1cc(Cl)ccc1N1CCOCC1,4,0,·,·,·,23,-1,9,·
CCOCCCNC(=O)C1(O)c2ccccc2NC(=O)N1c1ccc(C)c(C)c1 (stereo not given),3,5,5,2,12,-6,10,0,0
Cn1c(CC(=O)Nc2ccccc2F)nnc1SCC(=O)NC1=NCCS1,0,-1,-2,-5,1,3,-2,-5,0
CCc1ccc(-c2cc(-c3n[nH]c(=S)n3CC)c3ccccc3n2)cc1,-5,·,3,-4,4,-1,·,·,0
O=C1CN(C(=O)COC(=O)CCC(=O)c2ccc(Cl)cc2)c2ccccc2N1,5,8,·,·,·,-91,6,0,·
O=[N+]([O-])c1ccc(/C=N/Nc2nc(N3CCCCCC3)nc(N3CCCCCC3)n2)o1,9,-4,-6,1,1,4,9,-2,-4
CCOc1ccc(-c2nnc(SCC(=O)N(CC)CC)n2N)cc1,3,2,-1,0,-7,26,4,-1,0

# (next part)
molecule,pPAFAH FP inh,PAFAH1B2 FP inh,LYPLA2 inh,EBNA-1 inhibitor,ZTA DNA inh,PREPL inhibitor,PAFAH1B3 inh,PAFAH2 FP inh,LYPLA1 inh
COc1ccc(CN(C(=O)CCC(=O)N2CCCCC2)c2nccs2)cc1OC,0,4,-1,10,-1,6,5,0,-5
COc1cc(C(=O)OCc2cccc(S(=O)(=O)N3CCOCC3)c2)ccc1OCC(C)C,19,-4,-3,·,7,7,-1,4,-7
CC1CCCCC1NC(=O)c1cn(C)c2ccc(S(=O)(=O)N3CCCC3)cc2c1=O (stereo not given),2,6,1,2,1,20,0,6,3
CC(=O)c1cn(-c2ccc([N+](=O)[O-])cc2)c(=O)n(C)c1=O,5,1,1,-4,-19,3,12,-4,2
CN(Cc1ccccc1)C(=O)c1cccc(N2C(=O)NC3CC2(C)Oc2ccccc23)c1 (stereo not given),2,-2,-6,-4,-2,10,5,-8,-2
Cc1[nH]n(-c2ccccc2)c(=O)c1N=Nc1ccc(Cl)cc1,0,4,1,-3,3,3,2,5,-3
COc1ccc(OC)c(NC(=O)c2cc3ccccc3o2)c1,-8,1,7,6,-16,14,6,-4,4
O=C(CCS(=O)(=O)c1ccc(Br)cc1)N1CCN(c2ccccc2Cl)CC1,6,3,0,-4,-18,-3,15,21,-3
COc1ccc(S(=O)(=O)NC2CCCC2)cc1NC(C)=O,2,3,-11,9,-3,5,11,-6,-1
CCC1Sc2ccccc2N(CC(=O)NC2CC2)C1=O (stereo not given),2,4,-1,7,1,5,1,-3,2
COc1ccccc1CNC(=O)CSc1ncc(C(=O)Nc2ccccc2)c(=O)n1C,2,6,-3,-8,12,-8,2,1,-2
O=[N+]([O-])c1cc(Cl)ccc1N1CCOCC1,3,5,-2,5,-11,-7,1,-5,0
C/C(=N\NC(=O)Cc1cc(=O)[nH][nH]1)c1cccc([N+](=O)[O-])c1,4,2,4,6,-1,4,0,6,2
Cc1cc(C)cc(N(C(=O)c2csnn2)C(C(=O)NC(C)(C)C)c2cccnc2)c1 (stereo not given),0,4,1,-8,-1,6,9,4,1
O=C(Nc1cccc(F)c1)NC1CCN(Cc2ccccc2)CC1,3,10,-2,-10,-33,-5,7,-1,2
Cc1occc1-c1nnc(SCC(N)=O)n1Cc1ccccc1,3,2,14,11,3,12,-3,9,2
O=C(Nc1ccccc1)OCCCc1ccccc1,-1,13,-3,-13,2,-1,8,8,3
NS(=O)(=O)c1ccc(CCNC(=O)C(=O)c2cn(CC(=O)N3CCCC3)c3ccccc23)cc1,-3,1,-3,-7,-15,-4,-2,-8,-4
COc1ccc(-c2nc(CS(=O)CC(=O)NCCCN3CC(C)CC(C)C3)c(C)o2)cc1OC (stereo not given),-1,1,9,2,3,-17,7,1,5

# Ordered by count of non-hydrogen atoms (lowest first): some entries from above
molecule,pPAFAH FP inh,PAFAH1B2 FP inh,LYPLA2 inh,EBNA-1 inhibitor,ZTA DNA inh,PREPL inhibitor,PAFAH1B3 inh,PAFAH2 FP inh,LYPLA1 inh
CCC1Sc2ccccc2N(CC(=O)NC2CC2)C1=O (stereo not given),2,4,-1,7,1,5,1,-3,2
COc1ccc(S(=O)(=O)NC2CCCC2)cc1NC(C)=O,2,3,-11,9,-3,5,11,-6,-1
Cc1[nH]n(-c2ccccc2)c(=O)c1N=Nc1ccc(Cl)cc1,0,4,1,-3,3,3,2,5,-3
Cc1occc1-c1nnc(SCC(N)=O)n1Cc1ccccc1,3,2,14,11,3,12,-3,9,2
O=C(CCS(=O)(=O)c1ccc(Br)cc1)N1CCN(c2ccccc2Cl)CC1,6,3,0,-4,-18,-3,15,21,-3
Cc1cc(C)cc(N(C(=O)c2csnn2)C(C(=O)NC(C)(C)C)c2cccnc2)c1 (stereo not given),0,4,1,-8,-1,6,9,4,1
COc1ccccc1CNC(=O)CSc1ncc(C(=O)Nc2ccccc2)c(=O)n1C,2,6,-3,-8,12,-8,2,1,-2
CN(Cc1ccccc1)C(=O)c1cccc(N2C(=O)NC3CC2(C)Oc2ccccc23)c1 (stereo not given),2,-2,-6,-4,-2,10,5,-8,-2
COc1ccc(-c2nc(CS(=O)CC(=O)NCCCN3CC(C)CC(C)C3)c(C)o2)cc1OC (stereo not given),-1,1,9,2,3,-17,7,1,5
